# ERK EGF inh: inhibitors of EGF-stimulated ERK signaling pathway. Potency, µM (doses to about 11.5 µM), for the others: at the highest dose activity change, negative = inhibition, hits mostly inhibitors. 130,000 compounds, 0.41% hits. HEK293-V1b, EGF-stimulated phospho-ERK AlphaScreen; active = well fitted inhibition curve with a large enough effect; inconclusive = small, poorly fitted or top-dose-only effect, or effect the other way;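 note: plate controls were stimulated vehicle wells for no effect and unstimulated vehicle basal for full effect; nearly all actives have a fitted effect of over 55% in size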
#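 HEK293 cells stably expressing V1b receptor, serum-reduced (1% FBS) overnight, got compound for 30 min at 37C, then 25 nM EGF for 5 min. Lysate phospho-ERK read by AlphaScreen SureFire; AC50 from Hill fits.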
# An asterisk follows results filed as active; ? = inconclusive; & = joins results of further samples; [ ] = remark or other dose. Potency is the fitted concentration of half-maximal effect. Not all compounds are listed (hit frequency here may not be typical).
nr | Compound | ERK EGF inh
1 | CC(C)CN1CCN(Cc2cccc3c2OCO3)CC1CCO (stereo unspecified) | -1%
2 | CN(CCc1nnc(N)s1)[N+](=O)[O-] | -30%
3 | CCNc1cc(N2CCN(C)CC2)ccc1[N+](=O)[O-] | ?
4 | CCC(C)n1c(O)c(/C=N/Nc2nc3c(c(=O)n(C)c(=O)n3C)n2C)c(=O)[nH]c1=S (stereo unspecified) | 4%[57.5 µM]
5 | CCC1(CCCC(=O)c2ccc(F)cc2)C(=O)NC(=S)NC1=O | 8%
6 | Cc1ccc(C(=O)N[C@@H](C)CN2C3=NC[C@H](Cc4ccccc4)N3C[C@H]2Cc2ccc(O)cc2)cc1Br | 6%[57.5 µM]
7 | Fc1ccc(CCNCc2ccc(Br)cc2)cc1 | 3%
8 | O=C(CN1CCN(c2ccccc2F)CC1)Nc1cccnc1Cl | 8%
9 | O=C(Nc1ccccc1Cl)OC1CN2CCC1CC2 (stereo unspecified) | -4%[57.5 µM]
10 | C[C@]12CCC3C(CC[C@H]4C[C@@H](O)CC[C@]34C)[C@@H]1CCC2=O (stereo partly specified) | 5%
11 | Cc1cc(C)cc(-n2c(O)c(C=Nc3ccc(N4CCOCC4)cc3)c(=O)[nH]c2=S)c1 | 8%
12 | N[C@H](CP(=O)(O)O)C(=O)O | -7%

# Later entries.
nr | Compound | ERK EGF inh
13 | Cc1c(C(=O)C(=O)N2CCC3(CC2)OCCO3)c2ccccc2n1C | -2%
14 | COc1cc(C=C2C(=O)NC(=O)NC2=O)cc(OC)c1OC | -11%[57.5 µM]
15 | CS(=O)(=O)NNP(=O)(NNS(C)(=O)=O)NC(=O)c1ccccc1 | -2%[57.5 µM]
16 | CC(C)[C@]1(NC(=O)[C@@H]2C=C3c4cccc5[nH]cc(c45)C[C@H]3N(C)C2)O[C@@]2(O)C3CCCN3C(=O)[C@H](Cc3ccccc3)N2C1=O (stereo partly specified) | -14%
17 | CC1(C)N(O)C(c2ccc(C(=O)O)cc2)=[N+]([O-])C1(C)C | -13%
18 | O=C1NC(=O)N(c2ccccc2)C(=O)/C1=C\C=C\c1ccccc1 | ?
19 | O=[N+]([O-])c1cc(O)c(O)c([N+](=O)[O-])c1 | 11%&12%&-6%
20 | O=C(C[N+]12CCC(CC1)C(CO)C2)c1ccc([N+](=O)[O-])cc1 (stereo unspecified) | 3%
21 | CNc1ccccc1C(=O)O | 23%
22 | C/C=C(\C)C(=O)OC1CC(OC(C)=O)[C@@]2(C(=O)OC)COC3C2[C@@]12CO[C@](O)(C(=O)OC)C2[C@](C)(C12OC1(C)C1CC2OC2OC=C[C@]21O)C3O (stereo partly specified) | 15%
23 | Cc1ccsc1C(=O)C1CCCN(Cc2sc(N(C)C)nc2Cl)C1 (stereo unspecified) | 20µM*
24 | CC(=O)NC(Cc1ccc(N(CCCl)CCCl)cc1)C(=O)NC(CC(C)C)C(=O)O (stereo unspecified) | 27%

# Carrying on.
nr | Compound | ERK EGF inh
25 | O=C1NC(=O)N(CCc2ccc(F)cc2)C(=O)/C1=C/C=C/c1ccccc1 | 22%[57.5 µM]
26 | CN1CCN(c2ccc3ccccc3n2)CC1 | 19%&-11%
27 | NNP(=O)(CC(=O)c1ccccc1)c1ccccc1 (stereo unspecified) | -2%[57.5 µM]
28 | CC1CCN(CC(=O)c2ccccc2Cl)CC1 | 1%
29 | O=C(OCC(=O)c1ccc([N+](=O)[O-])cc1)/C(=C/c1ccc(Cl)cc1)NC(=O)c1ccccc1 | 8%
30 | COc1ccc(-c2cc(=O)c3c(OC)c(OC)c(OC)cc3o2)cc1 | 0%[57.5 µM]
31 | COc1ccccc1N1CCNCC1 | 2%
32 | NCCc1c[nH]c2ccc(OCc3ccccc3)cc12 | 3%[57.5 µM]
33 | COc1ccc(Cc2nccc3cc(OC)c(OC)cc23)cc1OC | ?
34 | CC(C)[C@H]1C(=O)O[C@H](C(C)C)C(=O)N(C)[C@@H](C(C)C)C(=O)O[C@H](C(C)C)C(=O)N(C)[C@@H](C(C)C)C(=O)O[C@H](C(C)C)C(=O)N1C | ?
35 | CN1C(=O)/C(=C/c2ccc(N3CCCCCC3)o2)C(=O)NC1=S | 3%
36 | CCN(CC)C(=O)c1ccc(NC(=O)Nc2ccccc2F)cc1 | 2%

# Remaining list, next part
nr | Compound | ERK EGF inh
37 | CC(C)(C)C(=O)NC1CCSC1=O (stereo unspecified) | 9%
38 | O=[N+]([O-])/C(Cl)=C1\NCCN1Cc1ccc(Cl)nc1 | 7%
39 | CNC(=O)O/N=C/C(C)(C)SC | 41%
40 | COc1ccc2c(c1)C13CCCC[C@@H]1C(C2)N(C)CC3 (stereo partly specified) | 2%[57.5 µM]
41 | CC(C)N(CCC(C(N)=O)(c1ccccc1)c1ccccn1)C(C)C (stereo unspecified) | -1%&-3%&-4%&13%
42 | OC1/C(=C/c2ccccc2C(F)(F)F)N2CCC1CC2 (stereo unspecified) | 1%
43 | O=C(N/N=C/c1c(O)n(Cc2ccco2)c(=O)[nH]c1=O)c1ccccc1O | 3%[57.5 µM]
44 | N=C1c2ccccc2CN1NC(=O)c1ccccc1 | -5%
45 | O=c1oc2ccccc2c(O)c1C(c1ccc([N+](=O)[O-])cc1)c1c(O)c2ccccc2oc1=O | 3%
46 | CCCN1CCCC(c2cccc(O)c2)C1 (stereo unspecified) | 16%
47 | Cc1ccc(-c2nc3ccccc3c(=O)n2-c2ccc(Br)cn2)cc1 | -1%
48 | COc1ccc(-c2cc(=Nc3ccccc3)c3cc(C)ccc3o2)cc1 | 4%

# The results go on:
nr | Compound | ERK EGF inh
49 | COC(=O)OCC12CCC(O1)C1(C)C(=O)OCC21 (stereo unspecified) | -12%
50 | CCC(C(=O)N1CCC2(CC1)OCCO2)c1ccccc1 (stereo unspecified) | 5%
51 | COc1cccc(CNCCc2c[nH]c3ccccc23)c1OC | 7%[57.5 µM]
52 | CCC(=O)N1N=C2C3CCN(CC3)C2C1c1ccc(C)cc1 (stereo unspecified) | -7%
53 | [N-]=[N+]=CC(=O)OC[C@H](N)C(=O)O | -3%[57.5 µM]
54 | CC(=O)C1=C(C)OC(N)=C(C(=O)OC(C)C)C12C(=O)Nc1ccccc12 (stereo unspecified) | 12%[57.5 µM]
55 | CCCN(CC#CCO)CCC | -2%
56 | NCCc1nc2ccccc2s1 | 1%
57 | C[N+]12CCC(CC1)C(C(O)(c1cccc(Cl)c1)c1cccc(Cl)c1)C2 (stereo unspecified) | 2%[57.5 µM]
58 | CNC(=S)N(C)CCc1cc2c(c(OC)c1C=C1C(=O)NC(=O)NC1=O)OCO2 | 4%[57.5 µM]
59 | N#CCCn1cc(C(=O)Nc2ccccc2Cl)c(-c2ccc([N+](=O)[O-])cc2)n1 | 0%
60 | COc1ccc(OC)c(-n2c(O)c(/C=C3\C(C)=Nc4ccccc43)c(=O)[nH]c2=O)c1 | 8%[57.5 µM]

# More structures
nr | Compound | ERK EGF inh
61 | CCOP(=O)(Cc1cc(C(=O)CC)c(C)o1)OCC | 10%[57.5 µM]
62 | CN1C[C@H](CNC(=O)OCc2ccccc2)C[C@@H]2c3cccc4c3c(cn4C)C[C@H]21 | -9%[57.5 µM]
63 | Cn1nc(-c2ccc(OCC(=O)N3CCN(Cc4ccccc4)CC3)cc2)c2ccccc2c1=O | ?
64 | CCOP(=O)(Cc1cc(C(C)=O)c(C)o1)OCC | 2%[57.5 µM]
65 | CCN1CCN(c2ccc([N+](=O)[O-])cc2C=C2C(=O)NC(=O)NC2=O)CC1 | 9%
66 | O=C(O)c1cc(O)c(O)c(O)c1 | ?
67 | CC1(C)C(O)CC(=O)[C@]2(C)C1CC(=O)[C@]1(C)C2CC[C@@]2(C)C(c3ccoc3)OC(=O)C3O[C@@]321 (stereo partly specified) | -5%
68 | O=C(c1n[nH]c(=O)c2ccccc12)N1CCC2(CC1)OCCO2 | 2%[57.5 µM]
69 | Cc1cccc(N2C(=O)NC(=O)/C(=C/c3ccc([N+](=O)[O-])o3)C2=O)c1 | 29%
70 | CP(=O)(O)CCCN | 7%&0%
71 | Cc1cc(N2C(=O)C3CCCN3C2c2cccc(Cl)c2)no1 (stereo unspecified) | -1%
72 | O=C(c1ccc(Cl)cc1)C1CCCN(C2CCSCC2)C1 (stereo unspecified) | 3%

# Additional results follow.
nr | Compound | ERK EGF inh
73 | CN(C)c1cccc2c(C#N)ccc(N(C)C)c12 | 6%
74 | CCN(CC)c1nc2c(C)cccn2c(=O)c1C=C1C(=O)NC(=O)NC1=O | 1%
75 | CSc1ncc(/C=C2/C(=O)NC(=O)N(c3ccc(C)cc3)C2=O)cn1 | -4%
76 | CN(C)c1ccc([P+](=O)c2ccc(N(C)C)cc2)cc1 | 0%
77 | CC(=O)c1ccc(OC(C)C)c(Cc2c(O)[nH]c(=S)[nH]c2=O)c1 | -5%
78 | O=C(NC1CCCCC1)Oc1cc2oc(=O)sc2cc1Cl | -113%[57.5 µM]
79 | Cc1c2ccncc2c(C)c2c1[nH]c1ccccc12 | ?
80 | O=C(NC(c1ccc(Cl)cc1)P(=O)(Oc1ccccc1)Oc1ccccc1)OCc1ccccc1 (stereo unspecified) | -4%
81 | COc1ccccc1OCC#CCN1CCCC(C)C1 (stereo unspecified) | -7%
82 | CN1CCN(c2ccc(S(C)(=O)=O)cc2[N+](=O)[O-])CC1 | -3%
83 | O=Cc1cn(CCCOc2ccccc2)c2ccccc12 | -4%
84 | COc1cccc([C@@]2(O)CCCC[C@@H]2CN(C)C)c1 | 3%&-4%[57.5 µM]
85 | Cc1c(/C=N/O)c2ccccc2n1C | 11%

# Of the compounds above, these have a carbonyl joined to an NH by a bond outside any ring.
nr | Compound | ERK EGF inh
6 | Cc1ccc(C(=O)N[C@@H](C)CN2C3=NC[C@H](Cc4ccccc4)N3C[C@H]2Cc2ccc(O)cc2)cc1Br | 6%[57.5 µM]
8 | O=C(CN1CCN(c2ccccc2F)CC1)Nc1cccnc1Cl | 8%
9 | O=C(Nc1ccccc1Cl)OC1CN2CCC1CC2 (stereo unspecified) | -4%[57.5 µM]
15 | CS(=O)(=O)NNP(=O)(NNS(C)(=O)=O)NC(=O)c1ccccc1 | -2%[57.5 µM]
16 | CC(C)[C@]1(NC(=O)[C@@H]2C=C3c4cccc5[nH]cc(c45)C[C@H]3N(C)C2)O[C@@]2(O)C3CCCN3C(=O)[C@H](Cc3ccccc3)N2C1=O (stereo partly specified) | -14%
24 | CC(=O)NC(Cc1ccc(N(CCCl)CCCl)cc1)C(=O)NC(CC(C)C)C(=O)O (stereo unspecified) | 27%
29 | O=C(OCC(=O)c1ccc([N+](=O)[O-])cc1)/C(=C/c1ccc(Cl)cc1)NC(=O)c1ccccc1 | 8%
36 | CCN(CC)C(=O)c1ccc(NC(=O)Nc2ccccc2F)cc1 | 2%
37 | CC(C)(C)C(=O)NC1CCSC1=O (stereo unspecified) | 9%
39 | CNC(=O)O/N=C/C(C)(C)SC | 41%
41 | CC(C)N(CCC(C(N)=O)(c1ccccc1)c1ccccn1)C(C)C (stereo unspecified) | -1%&-3%&-4%&13%
43 | O=C(N/N=C/c1c(O)n(Cc2ccco2)c(=O)[nH]c1=O)c1ccccc1O | 3%[57.5 µM]
44 | N=C1c2ccccc2CN1NC(=O)c1ccccc1 | -5%
59 | N#CCCn1cc(C(=O)Nc2ccccc2Cl)c(-c2ccc([N+](=O)[O-])cc2)n1 | 0%
62 | CN1C[C@H](CNC(=O)OCc2ccccc2)C[C@@H]2c3cccc4c3c(cn4C)C[C@H]21 | -9%[57.5 µM]
78 | O=C(NC1CCCCC1)Oc1cc2oc(=O)sc2cc1Cl | -113%[57.5 µM]
80 | O=C(NC(c1ccc(Cl)cc1)P(=O)(Oc1ccccc1)Oc1ccccc1)OCc1ccccc1 (stereo unspecified) | -4%

# By substructure, those above with two or more sulfur atoms
nr | Compound | ERK EGF inh
15 | CS(=O)(=O)NNP(=O)(NNS(C)(=O)=O)NC(=O)c1ccccc1 | -2%[57.5 µM]
23 | Cc1ccsc1C(=O)C1CCCN(Cc2sc(N(C)C)nc2Cl)C1 (stereo unspecified) | 20µM*

# High-throughput results: PubChem, National Center for Advancing Translational Sciences (NCATS)
